FLuc counter – counter-screen for miR-21 project: firefly luciferase inhibitors or activators | purified FLuc, Km substrates, luminescence inhibition | Potency, µM (series often up to 57.5 µM), for inactives: at the highest dose activity change, negative = inhibition, most hits filed as inhibitors | hit rate 6.9% among 360,000;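 also: potency is read from the fitted curve at half-maximal effect; plate controls were vehicle for no effect and reference inhibitor for full effect; nearly all actives have a fitted effect of over 55% in size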
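Biochemical qHTS of compounds, final roughly 60 µM downward over six points, against 10 nM purified firefly luciferase using Km concentrations of substrates (10 uM D-luciferin, 10 uM ATP) in Tris acetate pH 7.5 buffer; luminescence output.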
NPC1 promoter act – NPC1 promoter activation; Huh7 NPC1 promoter luciferase reporter, 24 h; Potency, µM (series often up to 9.22 µM), without a hit: at the highest dose activation, usual class: activators; hit rate 2.4% among 320,000; AID 485313;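 also: potency is read from the fitted curve at half-maximal effect; % of control where 0% means no effect; nearly all actives have a fitted effect of over 60% in size; reporter is driven by a mutant NPC1 promoter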
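Quantitative HTS used a cell-based reporter: Huh7 cells stably bearing the NPC1 promoter upstream of luciferase were treated with compounds for 24 h, and promoter activation was read as luminescence.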
uPA generation – cell surface uPA generation inhibition. Potency, µM (titrated, usually from 38.3 µM), inactives show at the top dose activity change, negative = inhibition, actives largely listed as inhibitors. cell surface uPA generation assay, qHTS. hit rate 0.31% among 330,000; active = well fitted inhibition curve with a large enough effect; inconclusive = small, poorly fitted or top-dose-only effect; inactive = no such curve, though single readings can be large or run the other way; tested in mouse RAW 264.7 cells; also: potency is read from the fitted curve at half-maximal effect; % is scaled to controls: 0 for no effect and ±100 for the full control effect; nearly all actives have a fitted effect of over 55% in size
ELG1 genotox – induces genotoxicity in HEK293T cells with luciferase-tagged ELG1. hit rate 1.3% among 330,000. Potency, µM (top dose mostly 46 µM), for inactives: at the highest dose activity change, positive = activation, actives largely listed as activators. HEK293T ELG1-luciferase reporter, luminescence, 16 h; also: potency is read from the fitted curve at half-maximal effect; % of control where 0% means no effect; nearly all actives have a fitted effect of over 60% in size
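After overnight (16 hr) compound treatment at 37 °C, ELG1-luciferase HEK293T cells were lysed with ONE-Glo; luminescence quantified 30 min later at room temperature.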
KCNH2 3.1 block – blocks the human KCNH2 3.1 channel isoform | U2OS KCNH2 3.1, thallium flux FluxOr; active compounds read low | activity change, % (tested at about 1.8 µM) | hit rate 0.95% among 340,000;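 active = maximum activity change below -70%; inconclusive = maximum activity change from -70% to -50%; inactive = maximum activity change above -50%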;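 also: thallium influx rate constant from kinetic fluorescence after stimulation buffer; % is scaled to controls: 0 for no effect and ±100 for the full control effect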
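Kinetic fluorescence (2 min after stimulation buffer) measures Tl+ influx through KCNH2 3.1 expressed by viral transduction in U2OS cells; the rate constant is normalized against DMSO controls serving as positive and negative references.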
Tb PFK block – T. brucei PFK enzyme inhibition | O15648 | T. brucei PFK, ADP-Glo luminescence | Potency, µM (series often up to 57.5 µM), inactives show top-dose activity, negative = inhibition, usual class: inhibitors | hit rate 0.17% among 330,000 | AID 485367;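 also: potency is read from the fitted curve at half-maximal effect; 0% = uninhibited 1x PFK enzyme wells and -100% = no-enzyme wells; nearly all actives have a fitted effect of over 60% in size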
Target sequence (O15648 whole entry, looked up): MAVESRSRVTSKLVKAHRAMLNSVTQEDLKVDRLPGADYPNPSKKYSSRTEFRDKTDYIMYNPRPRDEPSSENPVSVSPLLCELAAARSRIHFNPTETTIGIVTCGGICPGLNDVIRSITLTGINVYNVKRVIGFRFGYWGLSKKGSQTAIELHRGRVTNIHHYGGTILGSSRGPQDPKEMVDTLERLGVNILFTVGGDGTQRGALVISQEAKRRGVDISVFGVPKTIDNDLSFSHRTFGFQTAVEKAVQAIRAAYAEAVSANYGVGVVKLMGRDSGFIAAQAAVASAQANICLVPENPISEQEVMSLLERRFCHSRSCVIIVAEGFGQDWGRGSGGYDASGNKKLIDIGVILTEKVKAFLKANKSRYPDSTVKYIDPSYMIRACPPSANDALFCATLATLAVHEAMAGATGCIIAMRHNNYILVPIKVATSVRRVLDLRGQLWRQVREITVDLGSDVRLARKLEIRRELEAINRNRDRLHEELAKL
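Activity is normalized to no-enzyme wells (full inhibition) and 1.25 nM enzyme wells (no inhibition). Reaction: 0.5 mM F6P, 0.1 mM ATP, 45 min RT, ADP-Glo luminescence; concentration-response curves fitted and classed by quality.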
Coupling enz – inhibits coupling enzyme system, counter-screen for aldolase hits; coupling enzyme system counterscreen, AmpLite Red fluorescence; activity change, negative = inhibition, % at 58.2 µM, hits read low; hit rate 0.67% among 290,000; in the data active = activity change below about -30%; also: % is scaled to controls: 0 for no effect and ±100 for the full control effect
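First, compound is pin-transferred into glyceraldehyde-3-phosphate coupling-enzyme reagent at 57.5 uM final and held 10 min at RT. Next, substrate, coupling system and AmpLite Red are added. After 20 min RT, fluorescence (525/598 nm) is read.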
Rab9 promoter act – activators of Rab9 promoter | Huh7 Rab9 promoter-luciferase reporter, luminescence, 24 h | Potency, µM (doses to about 9.22 µM), for the others: top-dose activation, negative = inhibition, hits mostly activators | hit rate 2.8% among 320,000 | AID 485297; also: potency is read from the fitted curve at half-maximal effect; % of control where 0% means no effect; nearly all actives have a fitted effect of over 60% in size
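Cells were plated at 1500 per well in reduced-serum medium with 10% FBS and left 2 h. Compound in DMSO was then added for 24 h at 37 °C. Reporter signal was read by luminescence after 10 min with luciferase detection reagent.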
Giardia killer – kills Giardia lamblia | Giardia lamblia trophozoite viability | activity change, % at 7.66 µM, hits read low | hit rate 0.15% among 340,000; in the data active = activity change below about -80%; inconclusive = between about -30% and that limit;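 also: parasites exposed to compound for two days anaerobically before the ATP read; % is scaled to controls: 0 for no effect and ±100 for the full control effect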
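Media and compound were dispensed first, then trophozoites at 100 cells/well; plates sat 48 hrs at 37 deg C without oxygen before ATP luminescence reagent was added and read after 15-30 min at room temperature.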
RORg inh – blocks mouse ROR gamma transcriptional activity; P51450; Drosophila S2 Gal4-RORgamma UAS-luciferase reporter, 20 h; Potency, µM (doses to about 53.6 µM), inactives show top-dose activity change, negative = inhibition, actives largely listed as inhibitors; hit rate 5.4% among 310,000; AID 2551; also: potency is read from the fitted curve at half-maximal effect; % is scaled to controls: 0 for no effect and ±100 for the full control effect; nearly all actives have a fitted effect of over 60% in size
Target sequence (P51450 whole entry, looked up, the tested form may be a part): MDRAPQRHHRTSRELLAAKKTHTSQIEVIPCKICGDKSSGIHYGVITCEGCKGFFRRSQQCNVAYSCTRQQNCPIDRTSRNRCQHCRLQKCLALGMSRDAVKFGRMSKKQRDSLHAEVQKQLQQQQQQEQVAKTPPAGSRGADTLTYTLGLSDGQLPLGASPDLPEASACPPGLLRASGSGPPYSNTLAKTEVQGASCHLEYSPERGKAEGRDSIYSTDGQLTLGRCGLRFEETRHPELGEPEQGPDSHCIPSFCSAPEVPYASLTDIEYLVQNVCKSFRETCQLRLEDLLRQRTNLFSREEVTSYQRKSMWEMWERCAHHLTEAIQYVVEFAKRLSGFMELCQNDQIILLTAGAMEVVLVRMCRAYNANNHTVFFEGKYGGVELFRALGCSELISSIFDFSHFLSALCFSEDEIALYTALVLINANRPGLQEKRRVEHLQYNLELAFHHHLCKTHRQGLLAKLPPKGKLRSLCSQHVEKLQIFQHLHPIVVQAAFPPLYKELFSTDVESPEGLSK
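Luminescence from a UAS-regulated Photinus luciferase reporter in stably transfected Drosophila Schneider cells is measured; decreased signal marks ROR gamma inhibition. Fusion expression is induced by 700 uM copper sulfate for 20 hr.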
VP16 counter – inhibits Gal4-VP16 luciferase reporter, ROR gamma counter-screen | Drosophila S2 Gal4-VP16 UAS-luciferase, luminescence, 20 h | Potency, µM (highest dose often 53.6 µM), inactives show top-dose activity, negative = inhibition, actives largely listed as inhibitors | hit rate 3.5% among 310,000;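 also: Gal4-VP16 expression switched on by copper sulfate through the metallothionein promoter; potency is read from the fitted curve at half-maximal effect; % is scaled to controls: 0 for no effect and ±100 for the full control effect; nearly all actives have a fitted effect of over 50% in size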
* = called active by the depositor; u = inconclusive; x = no result given; & = joins results of further samples; [ ] = another dose, or the depositor's remark. Unless noted, calls follow the shape of the dose curve; as a rule, active = well fitted curve in the direction sought with a large enough effect; inconclusive = small, poorly fitted or top-dose-only effect, or another doubt; inactive = no such curve, though single readings can be large; an effect the other way counts as inactive or inconclusive.

entry	SMILES	FLuc counter	NPC1 promoter act	uPA generation	ELG1 genotox	KCNH2 3.1 block	Tb PFK block
1	CCS(=O)(=O)N1CCCC(C(=O)NCC2CCCO2)C1 (centres undefined)	1%	-1%	0%	2%	-12	1%
2	O=C(CSc1ccccc1)N[C@@H](Cc1ccccc1)C(=O)O	2%	-2%	-7%	3%	34	-5%
3	CCCC(=O)NC(c1cccs1)c1cc([N+](=O)[O-])c2cccnc2c1O (centres undefined)	4%	0%	-1%	-2%	7	0%
4	Cc1occc1C(=O)Nc1c(F)cc(F)cc1Br	10%	7%	3%	14%	3	8%
5	CCN(CCS(=O)(=O)c1ccc(Cl)cc1)Cc1nc2ccccc2c(=O)[nH]1	x	x	0%	3%	-15	0%
6	O=C(CSc1ncccn1)NCc1cccs1	2%	0%	4%	11%	4	1%
7	CC(C)(C)NC(=O)C1CCC(CNS(=O)(=O)c2cccc3nsnc23)CC1 (centres undefined)	0%	-3%	-3%	-1%	22	0%
8	CC(=O)O[C@H]1C[C@@]2(C)[C@@H](C[C@@H](O)[C@H]3[C@@]4(C)CC[C@@H](O)[C@@H](C)[C@@H]4CC[C@@]32C)/C1=C(\CCC=C(C)C)C(=O)O	2%	0%	u	-6%	-8&8	-1%

entry	Coupling enz	Rab9 promoter act	Giardia killer	RORg inh	VP16 counter
1	0	3%	9	-1%	-1%
2	3	4%	-7	-17%	1%
3	-32*	-14%	16	5.6µM*	4µM*
4	-1	-3%	-4	34%	3%[0.365 µM]
5	x	x	14	x	x
6	0	11%	-11	26%	16%
7	x	0%	6	4%	0%
8	x	1%	8&11	x	x

Remaining list, next part.
entry	SMILES	FLuc counter	NPC1 promoter act	uPA generation	ELG1 genotox	KCNH2 3.1 block	Tb PFK block
9	CCN1C(=O)c2ccccc2S(=O)c2ccc(C(=O)NCc3ccccn3)cc21 (centres undefined)	-3%	0%	12%	5%	25	-1%
10	CC(C)C(NS(=O)(=O)c1ccc2c(c1)oc(=O)n2C)C(=O)N1CCN(Cc2ccccc2)CC1 (centres undefined)	0%	-2%	-2%	-3%	15	2%
11	O=C(c1ccc2c(c1)OCO2)N1CCN(c2cccc(C(F)(F)F)c2)CC1	3%	-14%	x	-4%	-5	-4%
12	CC(=O)Nc1ccc(S(=O)(=O)Nc2nnc(C(C)(C)C)s2)cc1	2%	9%	-2%	2%	20	3%
13	COc1ccc(S(=O)(=O)Nc2ccccc2C(=O)N2CCCC2)cc1OC	1%	-2%	10%	1%	22	-18%
14	COc1cc(C(=O)Nc2ccc(S(=O)(=O)NC(C)(C)C)cc2)cc(OC)c1OC	13%	-3%	x	16%	11	1%
15	CCOC(=O)c1ccc(NC(=O)Cn2nnc(-c3ccc(C)cc3)n2)cc1	2%	0%	-2%	-3%	-9	-5%
16	Cc1cccc(NC(=O)c2c([N+](=O)[O-])cnn2C)c1	-1%	2%	-13%	0%	-13	0%

entry	Coupling enz	Rab9 promoter act	Giardia killer	RORg inh	VP16 counter
9	8	7%	12	20%	-9%
10	4	0%	22	-6%	2%
11	3	3%	-10	1%	1%
12	12	5%	-9	-40%	-12%
13	4	-4%	-6	43%	-2%
14	1	0%	-7	-17%	6%
15	2	1%	-4	-13%	3%
16	0	-3%	19	-33%[1.91 µM]	-8%

Continuation:
entry	SMILES	FLuc counter	NPC1 promoter act	uPA generation	ELG1 genotox	KCNH2 3.1 block	Tb PFK block
17	COc1ccc2cc1Oc1ccc(cc1)C[C@H]1c3c(cc(OC)c4c3Oc3c(ccc5c3[C@H](C2)N(C)CC5)O4)CCN1C	x	x	-6%	-13%	11	-2%
18	COC(=O)C1=C(O)/C(=C\c2cc(C)n(-c3ccccc3C)c2C)N=C1C	1.1µM*	u	-23%	5%	-15	4%
19	CC(=O)Nc1ccc(S(=O)(=O)N2c3ccccc3NC(=O)CC2C)c(Cl)c1 (centres undefined)	0%	1%	0%	0%	-3	-8%
20	C=CCN(C(=O)c1oc2c(Cl)cc(C)cc2c1C)C1CCS(=O)(=O)C1 (centres undefined)	11µM*	3.5µM*	-4%	u	13	-1%
21	CCOc1ccc(S(=O)(=O)N2CCOCC2)cc1[N+](=O)[O-]	0%	10%	1%	0%	5	-2%
22	COc1ccc2nc(SCC(=O)Nc3ccc(S(=O)(=O)N4CCCC4)cc3)c(C#N)cc2c1	-1%[2.3 µM]	-3%	-4%	-4%	10	10%
23	O=c1oc2ccccc2c(NCCc2ccccc2)c1[N+](=O)[O-]	4%	0%	-5%	-5%	-2	-1%
24	O=C(c1ccc(Cn2cc([N+](=O)[O-])cn2)o1)N1CCCCCC1	1%	1%	-4%	-5%	16	-11%

entry	Coupling enz	Rab9 promoter act	Giardia killer	RORg inh	VP16 counter
17	x	x	u	x	x
18	-42*	u	5	u	u
19	3	-8%	-18	-3%	6%
20	x	3.5µM*	4	-12%	0%
21	0	0%	2	2%	6%
22	-1	-4%	3	-7%	0%
23	-3	5%	24	34%	9%
24	-6	-1%	-24	-1%	-15%

(further entries)
entry	SMILES	FLuc counter	NPC1 promoter act	uPA generation	ELG1 genotox	KCNH2 3.1 block	Tb PFK block
25	O=C(/C=C/c1cccc(Cl)c1)NCCN1CCOCC1	2%	1%	-1%	2%	41	1%
26	N/C(=N\OC(=O)c1cc(Cl)ccc1Cl)c1ccccn1	1.5µM*	u	u	u	7	-3%
27	O=C(COC(=O)c1cc(=O)[nH]c2ccccc12)Nc1nc(-c2ccccc2)cs1	-7%	10%	-12%	15%	2	-1%
28	CC(=O)NC(=S)Nc1ccccc1N1CCCCC1	-2%	-4%	0%	-5%	11	1%
29	Cc1cc(C)cc(N2CC(C(=O)O)CC2=O)c1 (centres undefined)	-3%[2.3 µM]	-3%	-1%	0%	2	0%
30	CC1CCN(CCCNC(=O)C2CCN(S(=O)(=O)N3CCC4(CC3)OCCO4)CC2)CC1	1%	2%	-6%	1%	2	3%
31	CN(C)C(=O)CCc1ccc2c3c([nH]c2c1)[C@]1(C)[C@@H](C(=O)N2CCCCC2)C[C@H](CC(=O)NC(C)(C)C)C(=O)N1CC3	x	x	9%	1%	22	-5%
32	COc1ccc(OC)c(S(=O)(=O)N2CCCCCC2)c1	0%	-3%	-5%	0%	2	-1%

entry	Coupling enz	Rab9 promoter act	Giardia killer	RORg inh	VP16 counter
25	0	-1%	-2	4%	5%
26	0	5µM*	-20	-87%	14µM*
27	-1	19%	-21	u	1%
28	-3	-12%	-8	2.5µM*	7.1µM*
29	3	0%	2	5%	-7%
30	5	u	-14	-24%	1%
31	x	x	-1	x	x
32	1	-9%	-3	4%[10 µM]	-3%

The last two compounds of the section above open the next one:
entry	SMILES	FLuc counter	NPC1 promoter act	uPA generation	ELG1 genotox	KCNH2 3.1 block	Tb PFK block
31	CN(C)C(=O)CCc1ccc2c3c([nH]c2c1)[C@]1(C)[C@@H](C(=O)N2CCCCC2)C[C@H](CC(=O)NC(C)(C)C)C(=O)N1CC3	x	x	9%	1%	22	-5%
32	COc1ccc(OC)c(S(=O)(=O)N2CCCCCC2)c1	0%	-3%	-5%	0%	2	-1%
33	COc1ccc(C)cc1NC(=O)CSc1nc(=O)n(CCCN2CCOCC2)c2c1CCCC2	-1%	2%	0%	9%	-7	-7%
34	CCOC(=O)C1C(=O)N(O)CC1c1cccc(Oc2ccccc2)c1 (centres undefined)	u	-2%	-4%	-8%	-75*	-5%
35	CN1CCN(c2ccc(Cl)cc2NC(=O)CCN2C(=O)c3ccccc3C2=O)CC1	3%	0%	-4%	-10%	-18	12%
36	COc1ccccc1NC(=O)CSc1ccc2nnc(CCNC(=O)c3ccccc3)n2n1	-2%	-1%	2%	-4%	x	-5%
37	CC1CCN(CCOc2cc(Cl)ccc2Cl)CC1	-1%	3%	x	-6%	14	0%
38	Cc1ccc(N2CC(C(=O)OCC(=O)c3c(N)n(CC(C)C)c(=O)n(C)c3=O)CC2=O)cc1 (centres undefined)	8%	2%	-7%	0%	0	-13%
39	COc1cccc(CN2CCN(Cc3[nH]c4ccccc4c3C)CC2CCO)c1 (centres undefined)	4%	-3%	-1%	-7%	x	1%
40	CCOC(=O)c1cn(CC(=O)Nc2ccccc2C(=O)OCC)nn1	11%	-3%	0%	1%	11	-4%
41	C[n+]1cc(C(=O)N2CCCCC2)ccc1/C=C/c1c[nH]c2ccccc12	-4%	-1%	1%	-4%	-21	-3%

entry	Coupling enz	Rab9 promoter act	Giardia killer	RORg inh	VP16 counter
31	x	x	-1	x	x
32	1	-9%	-3	4%[10 µM]	-3%
33	x	-1%	-2	x	x
34	4	-4%	-2	38%	0%
35	-1	1%	25	5%	-7%[10 µM]
36	x	3%	34[activator]	-40%	0%
37	0	-1%	5	-1%	-14%
38	x	0%	13	x	x
39	-8	7%	16	38%	-9%
40	1	-9%	-15	0%	-1%
41	-12	-11%	-10	1%	-6%
